# STK33 kinase inh: blocks human STK33 kinase activity; Q9BYT3; purified STK33, MBP phosphorylation, ADP-Glo luminescence; hit rate 0.073% among 320,000; inhibition, % at 10 µM; AID 2661;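 active = inhibition at or above 25%, using the most active replicate where run in duplicate; inactive = inhibition below 25%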
# Kir21 block: Kir2.1 (mouse) channel inhibition | hit rate 0.85% among 310,000 | HEK293-Kir2.1, FluxOR thallium flux fluorescence; stronger effect = lower value | B-score at 10 µM;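 active = fluorescence ratio B-score at or below minus 3 SD of library scores, with starting-brightness B-score within 2 SD, cut at about -4.2 in these data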;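 note: channel flux triggered by added potassium and thallium sulfate stimulus; B-score of peak minus minimum fluorescence over baseline after thallium stimulus; more negative B-score means stronger Kir2.1 block with less thallium influx; some compounds called inactive have numbers as strong as hits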
# KCNQ2 inh: KCNQ2 channel blockers in CHO-K1 cells – cell-based, FluxOR thallium flux, B-score, primary screen (AID 2156) | B-score at 10 µM | hit rate 1.1% among 310,000 | 20 min; stronger effect = lower value | O88943;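 active = fluorescence ratio B-score at most minus 3 library SDs, with starting brightness B-score within 2 library SDs, cut at about -5.5 in these data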
# Target sequence (O88943 whole entry, looked up): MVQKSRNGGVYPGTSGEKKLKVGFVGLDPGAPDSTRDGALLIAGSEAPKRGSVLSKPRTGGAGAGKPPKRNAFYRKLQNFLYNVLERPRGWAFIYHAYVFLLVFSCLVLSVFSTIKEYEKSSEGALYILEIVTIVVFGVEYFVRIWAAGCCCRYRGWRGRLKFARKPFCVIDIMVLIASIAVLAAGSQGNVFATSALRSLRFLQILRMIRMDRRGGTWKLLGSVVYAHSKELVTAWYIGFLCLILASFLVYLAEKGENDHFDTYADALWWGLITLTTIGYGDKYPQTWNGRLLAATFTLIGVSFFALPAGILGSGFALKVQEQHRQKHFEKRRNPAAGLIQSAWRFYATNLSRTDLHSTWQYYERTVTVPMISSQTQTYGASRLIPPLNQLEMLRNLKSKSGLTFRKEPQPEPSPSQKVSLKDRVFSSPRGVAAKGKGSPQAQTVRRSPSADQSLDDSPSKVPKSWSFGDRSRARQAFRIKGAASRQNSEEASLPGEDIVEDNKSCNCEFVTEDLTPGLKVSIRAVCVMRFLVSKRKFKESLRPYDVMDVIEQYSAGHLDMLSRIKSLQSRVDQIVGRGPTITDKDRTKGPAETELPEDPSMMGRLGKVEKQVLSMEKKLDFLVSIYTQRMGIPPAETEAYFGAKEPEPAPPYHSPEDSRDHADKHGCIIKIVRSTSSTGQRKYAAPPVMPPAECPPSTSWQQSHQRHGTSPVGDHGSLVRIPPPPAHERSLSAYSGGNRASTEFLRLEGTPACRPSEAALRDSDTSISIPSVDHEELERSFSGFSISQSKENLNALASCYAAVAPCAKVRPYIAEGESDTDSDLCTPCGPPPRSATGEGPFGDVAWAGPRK
# * = called active by the depositor; i = inactive; x = no result given.
SMILES | STK33 kinase inh | Kir21 block | KCNQ2 inh
Cc1ccccc1OP(N)(=O)Oc1ccccc1C | -1.1 | -1.53 | i
Fc1ccc(CNCCc2c[nH]c3ccccc23)cc1 | -0.7 | -1.78 | i
O=C(Cn1nc(-c2ccccc2)ccc1=O)N1CCC2(CC1)OCCO2 | -1.1 | 1.31 | i
O=C(C1CC(c2ccccc2O)=NO1)N1CCC2(CC1)OCCO2 (configuration not stated) | -0.8 | -0.32 | i
CCOc1ccc(CNCCc2ccc3c(c2)OCO3)cc1 | -2.8 | 0.3 | i
CC(=NCCCN1CCOCC1)c1c(O)n(-c2ccccc2C)c(=O)[nH]c1=O | -0.6 | 0.87 | i
Cc1cccc(N2C(=O)/C(=C/N3CCN(C(=O)c4ccco4)CC3)C(=O)NC2=S)c1 | -3.8 | -0.82 | i
CCOC(=O)[C@@H]1[C@H]2COc3ccc(Br)cc3[C@@H]2N2C(=O)N(c3cccc(C)c3)C(=O)[C@]12C | -2.3 | -0.47 | i
CC(=O)N1CCN(CCN=Cc2c(O)n(-c3ccc(C)cc3)c(=S)[nH]c2=O)CC1 | -1.6 | 0.31 | i
C=CCn1c(=O)c(C=Nc2cccnc2Cl)c(O)n(CCCC)c1=O | -2.1 | 0.99 | i
CC(=NCCCn1ccnc1)c1c(O)n(C2CCCCC2)c(=O)[nH]c1=O | -1.0 | -0.91 | i
O=C(c1ccc2c(c1)OCO2)C1CCCN(Cc2ccccn2)C1 (configuration not stated) | -1.2 | 0.04 | i
Cc1ccc(OCCOc2cccc(C=C3C(=O)NC(=O)NC3=O)c2)cc1 | -0.1 | 0.17 | i
C=CC[N+]1(C)CC[C@]23c4c5ccc(O)c4O[C@H]2C(=O)CC[C@@]3(O)[C@H]1C5 (some centres not stated) | -1.2 | -0.24 | i
O=C1NC(=O)C(=Cc2ccc(N3CCOCC3)cc2)C(=O)N1 | -2.5 | -0.71 | i
CSCCC(N=Cc1c(O)n(-c2ccc(Br)cc2)c(=O)[nH]c1=O)C(=O)OC(C)(C)C (configuration not stated) | -0.7 | 0 | i
O=P(C(Cl)Cl)(N1CCOCC1)N1CCOCC1 | 0.5 | 0.32 | i
COC(=NC1CCCC1)C(O)c1c[nH]c2ccccc12 (configuration not stated) | -0.7 | 1.99 | i
Cc1ccc(OP(=O)(Nc2cccc(C)c2)Oc2ccc(C)cc2)cc1 | -1.3 | 0.21 | i
COc1ccc(OC)c(N2C(=O)/C(=C/c3ccco3)C(=O)NC2=S)c1 | 0.0 | 1.87 | i
CCOC(=O)C(NC(=O)C(Cc1ccc(N(CCCl)CCCl)cc1)NC(C)=O)C(C)C (configuration not stated) | -1.5 | -0.66 | i
COc1ccc(CN2C(=O)NC(=O)/C(=C\c3cc(OC)c(OC)c(OC)c3)C2=O)cc1 | 1.0 | 1.59 | i
CC(=NCCC(c1ccccc1)c1ccccc1)c1c(O)n(C)c(=O)n(C)c1=O | 0.0 | -0.24 | i
O[C@@H]1CCCC[C@H]1N1CCC(c2ccccc2)CC1 | -1.9 | -0.12 | i
CCOC(=O)C1(CCc2ccccc2)CCN(C2CCSCC2)CC1 | -0.3 | 1.31 | i

# Single entries from the list:
# In STK33 kinase inh, `Cc1ccccc1OP(N)(=O)Oc1ccccc1C` has -1.1
# In STK33 kinase inh, `CC(=NCCCn1ccnc1)c1c(O)n(C2CCCCC2)c(=O)[nH]c1=O` has -1.0

# (next part)
SMILES | STK33 kinase inh | Kir21 block | KCNQ2 inh
O=C(CCNS(=O)(=O)c1ccccc1)Nc1ccc(Cl)cc1C(=O)c1ccccc1 | 0.4 | -1.02 | i
CCN1CCC2(CCNC2)C1 (configuration not stated) | -1.4 | 0.72 | i
C=CCN1C(=O)/C(=C/c2cc(C)n(-c3cccnc3)c2C)C(=O)NC1=S | 3.7 | -0.05 | i
CCOP(=O)(OCC)C(O)c1cccc([N+](=O)[O-])c1 (configuration not stated) | -0.5 | 0.43 | i
CC(C)C[C@H]1C(=O)N2CCCC2[C@]2(O)O[C@](NC(=O)[C@@H]3C=C4c5cccc6[nH]cc(c56)CC4N(C)C3)(C(C)C)C(=O)N12 (some centres not stated) | 4.6 | 0.87 | i
CN(C)C1(CNC(=O)Nc2ccc(Cl)c(Cl)c2)CCCCC1 | -1.2 | -2.19 | i
O=c1[nH]c(=S)n(C2CC2)c(O)c1/C=N/Nc1cccc2ccccc12 | 0.6 | 0.12 | i
Cc1cc(C=O)c(C)n1C1CC1 | -1.4 | 2.37 | i
CCN(CC)C(=O)c1ccc(NC(=O)COc2ccccc2F)cc1 | -0.9 | -0.22 | i
COc1ccc2[nH]cc(C(=O)CN(C)C)c2c1 | 0.1 | 2.13 | i
CC(=Nc1ccc2c(c1)CCC2)c1c(O)n(-c2ccccc2)c(=O)[nH]c1=O | 1.3 | 0.29 | i
C[n+]1c(-c2ccccc2)sc2ccccc21 | 1.1 | 0.08 | i
CN1CCCN(C(=O)COc2ccccc2)CC1 | -3.0 | -0.84 | i
Cc1cccc(OP(=O)(Nc2cccnc2)Oc2cccc(C)c2)c1 | -1.1 | 1.22 | i
NP(=O)(OCC(F)(F)F)Oc1ccccc1 (configuration not stated) | 2.6 | -0.01 | i
c1ccc(CCNC2CCCCCC2)cc1 | 0.2 | -1.32 | i
CCCN1CCc2cc(O)cc3c2[C@H]1Cc1ccc(O)c(O)c1-3 | -1.1 | -2.87 | i
O=C1CN=C(c2ccc(Cl)cc2)c2oc3ccccc3c2N1 | 0.5 | 0.1 | i
O=C(c1cccc(Cl)c1)C1CCCN(Cc2cccc3cnccc23)C1 (configuration not stated) | -0.3 | -2.06 | i
CCC(=O)N1c2ccc(S(=O)(=O)CCC(=O)N3CCC4(CC3)OCCO4)cc2CC1C (configuration not stated) | 9.5 | 0.69 | i
O=c1[nH]c(=S)n(-c2ccccc2)c(O)c1C=NCc1ccccn1 | -0.6 | 0.83 | i
S=P(Nn1cnnc1)(c1ccccc1)c1ccccc1 | -0.7 | -1.1 | i
CCN1CCN(c2cc(N3CCCC3)c([N+](=O)[O-])cc2F)CC1 | -0.9 | -4.24* | i
Cc1ccc(C2=NCC(=O)Nc3ccc(Br)cc32)cc1 | -0.7 | 0.84 | i
O=P(Oc1ccccc1)(Oc1ccccc1)C(O)c1ccccc1 (configuration not stated) | -1.4 | -0.78 | i
O=c1[nH]c(=O)n(Cc2ccc(F)cc2)c(O)c1C=NCCCO | -2.5 | -1.28 | i
O=C1NC(=O)N(c2ccc3c(c2)OCO3)C(=O)/C1=C\c1ccsc1 | 0.0 | -1.09 | i
C=C(c1ccccc1)P(=O)(O)O | -0.1 | 0.6 | i
CC(=NCc1ccco1)c1c(O)n(Cc2ccccc2)c(=O)[nH]c1=O | -1.4 | 1.32 | i
CCN(CC)c1ccc(N=Cc2c(O)n(Cc3ccco3)c(=O)[nH]c2=O)cc1 | 0.1 | -0.98 | i
O=C1NC(=O)C(CCc2ccccn2)(Cc2cccc(Cl)c2Cl)C(=O)N1c1ccc(Br)cc1 (configuration not stated) | -0.4 | -0.72 | i
O=C(O)CN1C(=O)CN=C(c2ccccn2)c2cc(Cl)ccc21 | -0.9 | -0.01 | i
O=[N+]([O-])c1ccc(N2CCNCC2)cc1NCc1ccco1 | -0.8 | -4.42* | i
C=Cn1ccnc1P(=S)(c1nccn1C=C)c1nccn1C=C | -1.1 | 1.08 | i
CCCCn1c(=O)c(C(=O)Nc2cccc(C)c2)c(O)c2ccccc21 | -1.8 | 0.74 | i
CN1C(=O)C2C[C@@]3(Br)c4ccccc4N(OOSc4ccccc4)[C@H]3N2C(=O)[C@@H]1Cc1ccccc1 (some centres not stated) | 0.2 | -0.4 | i
CCOc1ccc(NC2=NCCCS2)cc1 | 2.8 | -0.81 | i
C=C(COC(C)=O)CC1CC(O)[C@]2(C)OC3CC4OC5C[C@]6(C)O[C@]7(C)CCC8OC9C[C@]%10(C)OC%11C(C)=CC(=O)OC%11CC%10OC9C[C@@H](C)C8OC7CC6O[C@]5(C)C/C=C\C4OC3CC2O1 (some centres not stated) | x | -0.65 | i
O=C(NC12CC3CC(CC(C3)C1)C2)OC1CN2CCC1CC2 (configuration not stated) | 0.2 | -0.63 | i
O=c1[nH]c(=S)n(-c2ccc(Cl)cc2)c(O)c1C=Nc1ccc(N2CCOCC2)cc1 | x | 0.08 | i
COC(=O)C1=C(c2ccc(S(C)(=O)=O)cc2)C[C@@H]2CC[C@H]1N2C(=O)NCCS(C)=O (some centres not stated) | 0.2 | 0.28 | i
Oc1ccc2c3c1OC1C(O)CC[C@@]4(O)[C@@H](C2)N(CC2CCC2)CC[C@]314 (some centres not stated) | -1.9 | 0.5 | i
C=C1C(=O)O[C@H]2[C@H]1[C@H](OC(=O)CC(=O)O[C@@H]1C[C@@H](C)[C@@H]3C=CC(=O)[C@@]3(C)[C@H]3OC(=O)C(=C)[C@H]13)C[C@@H](C)[C@H]1C=CC(=O)[C@]12C | 0.8 | 0 | i
C=CCN1C(=O)C2(C(C(=O)OCC)=C(N)Oc3ccccc32)c2c1c1ccccc1oc2=O (configuration not stated) | -3.0 | -0.97 | i
CCC(CC)N1CCN(C(=O)Cc2ccccc2)CC1 | 0.4 | -0.09 | i
O=c1cccc2n1CC1CC2CN(Cc2ccc3c(c2)OCO3)C1 (configuration not stated) | 0.3 | 0.19 | i
C[N+]1(C)[C@@H]2CC(OC(=O)[C@H](CO)c3ccccc3)C[C@H]1[C@@H]1O[C@@H]12 (some centres not stated) | -0.3 | 0.68 | i
N#CCP(=S)(c1ccccc1)c1ccccc1 | 3.0 | -1.32 | i
CCOc1ccc2oc(C(=O)NN3C(C)CCCC3C)c(C)c2c1 (configuration not stated) | -2.1 | -1.98 | i
O=c1[nH]c(=S)n(-c2ccccc2F)c(O)c1C=NCc1ccco1 | -2.6 | -0.73 | i

# Quoted at random: 5 entries already listed, in no set order.
SMILES | STK33 kinase inh | Kir21 block | KCNQ2 inh
CN1C(=O)C2C[C@@]3(Br)c4ccccc4N(OOSc4ccccc4)[C@H]3N2C(=O)[C@@H]1Cc1ccccc1 (some centres not stated) | 0.2 | -0.4 | i
CCOc1ccc2oc(C(=O)NN3C(C)CCCC3C)c(C)c2c1 (configuration not stated) | -2.1 | -1.98 | i
C[N+]1(C)[C@@H]2CC(OC(=O)[C@H](CO)c3ccccc3)C[C@H]1[C@@H]1O[C@@H]12 (some centres not stated) | -0.3 | 0.68 | i
C=Cn1ccnc1P(=S)(c1nccn1C=C)c1nccn1C=C | -1.1 | 1.08 | i
C=CCN1C(=O)C2(C(C(=O)OCC)=C(N)Oc3ccccc32)c2c1c1ccccc1oc2=O (configuration not stated) | -3.0 | -0.97 | i

# Later entries.
SMILES | STK33 kinase inh | Kir21 block | KCNQ2 inh
CCCCn1c(O)c(C(=O)/C=C/c2c[nH]c3ccccc23)c(=O)[nH]c1=O | 0.5 | -11.2 | i
CCOC(=O)C1(CCOc2ccccc2)CCN(Cc2ccccc2OC)CC1 | -1.3 | -2.76 | i
CCC12CN3CCN(CC(C3)/C1=N\O)C2 | -0.4 | 2.13 | i
CC(C)C/C(=N/O)c1c[nH]c2ccccc12 | -1.1 | -0.8 | i
c1ccc(C[n+]2ccccc2)cc1 | -0.5 | -1.12 | i
CCCCn1c(NC(=O)c2ccc(Br)o2)c(C(=O)OCC)c2nc3ccccc3nc21 | 2.8 | 0.08 | i
C[C@]12CCC3[C@@H](CCC4=CC(=O)CC[C@@]43C=O)C1CCC2=O (some centres not stated) | 5.7 | -0.76 | i
Cc1ccc(C(=O)O)cc1N=Nc1c(O)[nH]c(=O)[nH]c1=O | 1.1 | 1.43 | i
CC(C)(C)C(=O)Cn1c(NCCCl)nc2ccccc21 | -1.5 | -0.18 | i
COc1cccc(N2C(=O)NC(=O)/C(=C/c3ccc4c(c3)Cc3ccccc3-4)C2=O)c1 | -1.4 | 0.14 | i
CN1C(=O)C(=Cc2cccnc2)C(=O)N(C)C1=O | -2.9 | -0.2 | i
O=C(N/N=C/c1c(O)n(Cc2ccccc2)c(=O)[nH]c1=O)c1ccncc1 | 8.5 | -0.99 | i
COC12C(COC(N)=O)C3=C(C(=O)C(C)=C(N)C3=O)N1CC1C2N1C (configuration not stated) | -3.2 | 1.78 | i
CC(=O)c1ccc(OCC(=O)N2CCCC(N(C)Cc3ccccc3)C2)cc1 (configuration not stated) | -1.4 | -0.56 | i
CCC(C)n1c(O)c(C(c2ccccn2)c2c(O)n(C(C)CC)c(=S)[nH]c2=O)c(=O)[nH]c1=S (configuration not stated) | -0.3 | 0.18 | i
Cn1c2ccccc2c2c(C(=O)N3CCC4(CC3)OCCO4)cn(C3CCCCC3)c(=O)c21 | -1.6 | 0.9 | i
CN(C)C(Cc1ccccc1)C(=O)c1ccccc1 (configuration not stated) | -0.5 | -1.19 | i
COc1ccc(CNC(=O)CCC(=O)N2C[C@H]3C[C@H](C2)c2cccc(=O)n2C3)cc1OC | 0.1 | -0.04 | i
COc1ccccc1-n1c(Cc2ccccc2)nc2ccccc2c1=O | -0.5 | 0 | i
O=C(c1ccc2c3c(cccc13)CC2)C1CCCN(Cc2ncc[nH]2)C1 (configuration not stated) | -0.3 | -0.09 | i
COc1ccc(C2=NCc3nnc(C)n3-c3ccc(Cl)cc32)cc1Cl | 0.5 | -1.1 | i
O=C(CSC1c2ccccc2-c2ccccc21)N/N=C/c1ccccc1O | -0.6 | 0.18 | i
CC(C)(C)c1nc(NCc2ccc3c(c2)OCO3)c2nnn(Cc3ccccc3Cl)c2n1 | -4.1 | 0.48 | i
CC(=NCCN1CCOCC1)c1c(O)n(C2CCCCC2)c(=O)[nH]c1=O | 0.7 | 0.47 | i
O=C(O)Cn1cc(C(=O)c2ccccc2F)c2ccccc21 | -2.8 | -1.39 | i
COc1ccc(C(=O)C2CCCN(Cc3ccccn3)C2)c(OC)c1 (configuration not stated) | 0.1 | 0.35 | i

# An excerpt; the hit share may differ from the screen's.
